Bioassay records as filed in PubChem.
aSyn yeast inh = inhibitors of alpha-synuclein toxicity in yeast. Yeast expressing alpha-synuclein, growth rescue, BacTiter-Glo, 24 h. Potency, µM (highest dose often 46.1 µM), without a hit: at the highest dose growth rescue (activation), actives largely listed as activators. 370,000 tested, 0.14% active. AID 652106; also: potency is read from the fitted curve at half-maximal effect; % of control where 0% means no effect; nearly all actives have a fitted effect of over 65% in size
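Readout is rescue of growth in alpha-synuclein-expressing yeast, so inhibitors of toxicity appear as activators. Growth after 24 hr at 30 deg C in galactose medium is quantified by luminescence.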
Abeta yeast res = restores growth of yeast expressing A-beta42 peptide; yeast expressing A-beta42, growth rescue, OD600, 48 h; response scale: 0% DMSO, 100% iron-clioquinol control; Potency, µM (titrated, usually from 46.1 µM), for inactives: at the highest dose growth rescue, most hits filed as activators; 410,000 tested, 0.063% active; AID 1347071; also: potency is read from the fitted curve at half-maximal effect; nearly all actives have a fitted effect of over 55% in size
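Growth rescue measured by 600 nm absorbance after 48 h yeast culture at 30 C with compound. Values normalized between DMSO and an equimolar ferric chloride plus clioquinol control.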
Mm-Cpn inhibitor = inhibitors of Methanococcus maripaludis chaperonin (MmCpn); purified Mm-Cpn ATPase, ADP Transcreener TR-FRET; Potency, µM (doses to about 76.9 µM), inactives show at the highest dose activity, negative = inhibition, hits mostly inhibitors; 330,000 tested, 0.031% active; also: potency is read from the fitted curve at half-maximal effect; % is scaled to controls: 0 for no effect and ±100 for the full control effect; nearly all actives have a fitted effect of over 80% in size
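Inhibition of chaperonin ATP hydrolysis is measured as reduced ADP production, detected by competitive TR-FRET in which signal falls with ADP. Final enzyme 25 nM and ATP 10 uM, reacted 30 min at 37°C.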
HEK293 tox = cytotoxicity counter-screen for GLP-1 receptor inverse agonists; HEK293 cAMP-luciferase reporter cells, luminescence, 24 h; Potency, µM (top dose mostly 38.3 µM), without a hit: top-dose activity change, negative = inhibition, usual class: inhibitors; 410,000 tested, 0.13% active;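 also: loss of luciferase light is scored as toxicity; potency is read from the fitted curve at half-maximal effect; % is scaled to controls: 0 for no effect and ±100 for the full control effect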
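Cells in DMEM/10% Nu serum/1% pen-strep, 1536-well format. Pre-incubated 12 h, dosed with 23 nL compound, incubated a further 24 h. Luciferase detection, 12 min at room temp, luminescence.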
Akt phos inh = blocks phosphorylation of Akt. Neuro2A IGF-stimulated pAkt S473 HTRF, 20 min; hits give low values. activity change, % for hits at 50 µM. 360,000 tested, 0.32% active. AID 651550; in the data active = activity change below about -80%; inconclusive = mostly about -51% to -80%; also: % is scaled to controls: 0 for no effect and ±100 for the full control effect
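Neuro2A cells in DMEM with 0.5% FBS, overnight at 37 deg C, given compound at single 50 µM final, then IGF (6 nM final) for 20 min at 37 deg C. Lysed; phospho-Akt Ser473 by HTRF after 24 h, 665/615 ratio.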
TDP43 rescue = TDP-43 toxicity inhibition in yeast; TDP-43 expressing yeast growth rescue, BacTiter-Glo, 24 h; Potency, µM (top dose mostly 46.1 µM), inactives show at the top dose growth rescue (activation), usual class: activators; 410,000 tested, 1.8% active; also: potency is read from the fitted curve at half-maximal effect; % of control where 0% means no effect; nearly all actives have a fitted effect of over 50% in size
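Readout is BacTiter-Glo luminescence of cell growth, so inhibitors register as activators. TDP-43-expressing yeast at OD600=0.02 in galactose medium, after raffinose pregrowth to mid-log, were incubated with compound for 24 hr at 30 deg C.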
FUS yeast rescue = FUS proteinopathy suppression in yeast; Potency, µM (titrated, usually from 76.6 µM), for inactives: at the top dose growth rescue (activation), hits mostly activators; AID 1347120; S. cerevisiae FUS-expressing, growth rescue, OD600, 24 h; 390,000 tested, 0.24% active;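 also: potency is read from the fitted curve at half-maximal effect; plate controls were DMSO vehicle for no effect and reference control for full effect; nearly all actives have a fitted effect of over 55% in size; some results filed as inactive show a strong effect at the top dose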
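Quantitative HTS measuring growth restoration of FUS-toxic yeast. Galactose-induced cells (OD 0.005) were exposed 24hr at 30C to compounds at several concentrations, then absorbance at 600 nm was recorded.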
PTHR1 ag = PTHR1 (human) receptor agonism | HEK293 GP2 PTHR1 cells, GloSensor cAMP luminescence, 1 h | Potency, µM (top dose mostly 115 µM), inactives show top-dose activation, usual class: activators | 410,000 tested, 0.075% active | AID 743266; also: potency is read from the fitted curve at half-maximal effect; nearly all actives have a fitted effect of over 55% in size; some results filed as inactive show a strong effect at the top dose; inactives centre near -15; many of its hits are not listed in these tables
Target sequence (Q03431 whole entry, looked up): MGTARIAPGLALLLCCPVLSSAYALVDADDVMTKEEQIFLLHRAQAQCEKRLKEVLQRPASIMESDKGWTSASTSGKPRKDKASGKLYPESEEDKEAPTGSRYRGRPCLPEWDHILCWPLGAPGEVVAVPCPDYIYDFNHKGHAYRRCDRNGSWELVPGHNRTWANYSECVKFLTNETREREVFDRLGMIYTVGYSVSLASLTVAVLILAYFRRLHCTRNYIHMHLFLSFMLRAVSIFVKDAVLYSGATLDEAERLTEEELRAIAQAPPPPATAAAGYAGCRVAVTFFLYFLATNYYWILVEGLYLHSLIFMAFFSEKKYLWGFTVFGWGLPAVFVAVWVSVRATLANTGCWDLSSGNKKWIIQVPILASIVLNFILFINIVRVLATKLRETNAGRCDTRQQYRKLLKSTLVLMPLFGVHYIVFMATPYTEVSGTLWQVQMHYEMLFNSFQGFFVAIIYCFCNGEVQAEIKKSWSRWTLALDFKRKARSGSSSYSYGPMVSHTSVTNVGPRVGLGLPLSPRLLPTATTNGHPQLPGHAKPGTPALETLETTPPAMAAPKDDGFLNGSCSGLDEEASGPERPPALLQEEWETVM
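HEK-293-derived GP2 cells expressing PTHR1 and a GloSensor cAMP reporter, 3,000/well, plated overnight, given luciferin plus IBMX (each 0.5 mM as added) for 1 h at 37 °C, then compound for 1 h at 37 °C. Luminescence was read after 15 min at room temperature.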
GLP1R inv ag = acts as inverse agonist at human GLP-1 receptor. P43220. HEK293 GLP-1R CRE-luciferase, luminescence, 24 h; GLP-1R form is constitutively active. Potency, µM (top dose mostly 38.3 µM), without a hit: top-dose activity change, negative = inhibition, usual class: inhibitors. 410,000 tested, 1.6% active. AID 624417; also: potency is read from the fitted curve at half-maximal effect; % is scaled to controls: 0 for no effect and ±100 for the full control effect; nearly all actives have a fitted effect of over 55% in size
Target sequence (P43220 whole entry, looked up): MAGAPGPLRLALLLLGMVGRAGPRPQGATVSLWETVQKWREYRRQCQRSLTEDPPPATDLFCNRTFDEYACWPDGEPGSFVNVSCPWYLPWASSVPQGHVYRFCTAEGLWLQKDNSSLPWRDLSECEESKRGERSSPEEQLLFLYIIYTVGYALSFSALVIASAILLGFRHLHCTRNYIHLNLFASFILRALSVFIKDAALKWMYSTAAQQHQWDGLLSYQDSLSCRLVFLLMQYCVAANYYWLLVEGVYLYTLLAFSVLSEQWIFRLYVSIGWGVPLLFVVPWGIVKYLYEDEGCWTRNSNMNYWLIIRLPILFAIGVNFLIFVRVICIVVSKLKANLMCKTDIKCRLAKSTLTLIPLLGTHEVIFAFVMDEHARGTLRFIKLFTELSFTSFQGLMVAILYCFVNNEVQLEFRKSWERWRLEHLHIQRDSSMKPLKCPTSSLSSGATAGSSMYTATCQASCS
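GLP-1R inverse agonism mode: basal reporter luminescence in engineered HEK293 cells measured after one day of compound exposure at 37 deg C, with a 12 min room-temperature detection step.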
An asterisk follows results filed as active; i = inactive; u = inconclusive; x = not tested or not shown; & = joins results of further samples; [ ] = dose if it differs, or a comment. Unless noted, calls follow the shape of the dose curve; as a rule, active = well fitted curve in the direction sought with a large enough effect; inconclusive = small, poorly fitted or top-dose-only effect, or another doubt; inactive = no such curve, though single readings can be large; an effect the other way counts as inactive or inconclusive.

The line under a structure holds: aSyn yeast inh	Abeta yeast res	Mm-Cpn inhibitor	HEK293 tox	Akt phos inh	TDP43 rescue	FUS yeast rescue	PTHR1 ag	GLP1R inv ag
- CCOC(=O)C1=NOC2C3CC(C12)C1C(=O)N(CCc2ccc(OC)c(OC)c2)C(=O)C31 (configuration not stated)
→ 1%	-3%	1%	-14%	i	-7%	1%	i	3%
- COCc1cccc(-c2csc(C(C)(NC(C)=O)c3ccccc3)n2)c1 (configuration not stated)
→ -32%[inhibitor]	-6%	x	8%	x	10%	22%	12%	3%
- Cc1ccc(N(CC(=O)N2CCc3ccccc32)S(=O)(=O)c2cccs2)cc1
→ 3%	9%	-5%	4%	i	-8%	-2%	i	10µM*
- C=CCc1cccc2cc(C(=O)NC)c(=O)oc12
→ 3%	-13%	-3%	7%	i	u	-9%	-9%	39%[activator]
- Cn1ncc(C(=O)Nc2ccc(Cl)cc2)c1C(F)(F)F
→ -6%	-8%	1%	0%	i	-6%	3%	-2%	-27%
- CC(=O)c1cccc(OCc2cc(C(=O)NC3CCN(Cc4ccccc4)CC3)no2)c1
→ -5%	-2%	-16%	-7%	i	-1%	11%	-46%[inhibitor]	u
- CCCCn1c(=O)n(-c2cc(OC)ccc2OC)c(=O)c2c3c(sc21)CN(C(C)=O)CC3
→ x	-21%	x	-8%	x	1%	21%	i	9%
- O=CNc1ccc2c3c(cccc13)-c1ccccc1-2
→ 6%	-19%	x	321%[activator]	i	u	4%	-19%	10%
- CN(c1ccc(C(=O)NCC2CCCO2)cc1)S(C)(=O)=O (configuration not stated)
→ -12%	-6%	u	15%	i	-22%	8%	-1%	-1%
- O=C(NC(Cc1ccccc1)C(=O)O)C1CCN(S(=O)(=O)c2cccc(C(F)(F)F)c2)CC1 (configuration not stated)
→ 1%	0%	-1%	-5%	i	12%	17%	i	16%
- CCCCOc1ccccc1NC(=O)c1scc2c1OCCO2
→ 3%	-10%	2%	-2%	i	4%	30%	-33%[inhibitor]	u
- Oc1ccc(Cl)cc1CNn1cnnc1
→ 2%	10%	-2%	6%	i	9%	8%	i	27%
- Clc1cccc(Cl)c1CN1CCN(c2ncccn2)CC1
→ -1%	16%	-1%	-13%	i	6%	-14%	-15%	u
- COc1ccc(C)cc1NC(=O)CN1CCN(S(=O)(=O)c2ccc(Cl)cc2)CC1
→ 0%	-7%	1%	-17%	i	2%	-12%	i	7%
- O=C1c2cccnc2C(Nc2ccccc2Br)N1Cc1ccco1 (configuration not stated)
→ 4%	2%	2%	-2%	i	-11%	17%	i	6%
- CN(CCO)CCOCCOc1cccc2ccccc12
→ -9%	-1%	2%	14%	i	-4%	6%	14%	u
- COc1ccc(S(=O)(=O)N(C)c2ccc(C(=O)N3CCCCC3)cc2)cc1OC
→ 1%	-7%	1%	-4%	i	-1%	13%	-17%	50%[activator]
- COc1cc(CN2CCCCCC2)cc(Br)c1O
→ 1%	3%	-2%	-11%	i	1%	-19%	-31%[inhibitor]	14%
- COc1cc(CC(=O)OCC(=O)NC(C)c2ccccc2)cc(OC)c1OC (configuration not stated)
→ -3%	15%	-4%	63%[activator]	i	12%	x	-12%	-2%
- Cc1ccc2oc(=O)n(Cc3ccc(OC(C)C)cc3)c2c1
→ 7%	2%	1%	0%	i	u	-11%	-84%[inhibitor]	u
- CN(Cc1nc(-c2ccc(Cl)cc2)no1)S(=O)(=O)c1ccccc1
→ x	-8%	x	15%	x	35µM*	-14%	-31%[inhibitor]	-12%
- CC(C)(C)C(c1nc2ccccc2[nH]1)n1c(-c2ccsc2)nc2ccccc21 (configuration not stated)
→ 14%	5%	x	u	i	21%	u	i	10µM*
- O=C(NC1CCCCC1)c1nc2c(nnn2Cc2ccccc2Cl)c(=O)[nH]1
→ 14%	-15%	-4%	6%	i	-15%	35%	-10%	2%
- CCCCCNC(=O)c1ccc2c(=O)n(CCc3ccccc3)c(=O)[nH]c2c1
→ x	-9%	x	-5%	x	11%	-39%	i	16%
- CCCN(Cc1cc2cc(OC)ccc2[nH]c1=O)C(=O)c1ccncc1
→ 3%	1%	0%	-7%	i	4%	-3%	i	-3%
- CN(Cc1ccc(C(F)(F)F)cc1)C(=O)C1CCC(=O)N(C2CC2)C1 (configuration not stated)
→ 0%	9%	-6%	-5%	i	29%	x	5%	8%
- O=C1C=C(c2ccc(F)c(Cl)c2)C[C@@H](c2ccc(F)cc2)C1
→ 7%	7%	2%	8%	i	u	32%	-27%	u
- COc1ccc(-n2c(N)c(C(=O)NCc3ccco3)c3nc4ccccc4nc32)c(OC)c1
→ 5%	-8%	-5%	118%[activator]	i	-11%	9%	5%[57.5 µM]	-18%
- COc1ccc(-c2cnc3c(NC(C)=O)cc(-c4cccc(C(=O)N(C)C)c4)cn23)cc1OC
→ -5%	-17%	x	3%	x	17%	u	-38%	19%
- CC(=O)Nc1nonc1-c1nnc(SCC(=O)Nc2ccc(C)c(Cl)c2)n1-c1ccccc1
→ x	10%	x	1%	x	25%[9.22 µM]	-20%	-15%	10%
- Cc1ccccc1CNC(=O)C1=Cc2ccccc2OC1
→ x	9%	x	-9%	x	4%[9.22 µM]	1%	-15%	-23%
- CC(=O)Nc1nc(C)c(-c2csc(Nc3ccccn3)n2)s1
→ 0%&-5%	9%&2%	-4%&-9%	-4%&-2%	i	6%&18%	-16%&0%	-18%	17%&58%
- Cc1ccc(NC(=O)Cn2nc(C(F)(F)F)c3c2CCC3)cc1
→ -1%	12%	2%	-9%	i	-9%	9%	i	-1%
- C(=C\c1ccco1)/c1nc2ccccc2[nH]1
→ -29%	-37%[inhibitor]	-1%	3%	i	-8%	4%	i	u
- COc1ccccc1C(CNC(=O)CNC(=O)c1cccc(Cl)c1)N1CCCC1 (configuration not stated)
→ -11%	-8%	x	-11%	i	-11%	-1%	-1%	4%
- COc1cccc(Nc2nc(Nc3ccc(Cl)c(C(=O)O)c3)nc(C)c2[N+](=O)[O-])c1
→ -10%	-15%	3%	-2%	i	-8%	22%	i	22%
- CSc1ccccc1NC(=O)c1ccc(C)o1
→ -3%	-8%	1%	-9%	i	-6%	28%	i	4%
- CC(=O)N1c2ccc(S(=O)(=O)N3CCCCCC3)cc2CC1C(=O)NCc1ccc(Cl)cc1 (configuration not stated)
→ x	2%	x	-4%	x	16%	2%	-5%	0%
- S=C(Nc1cccc(Cl)c1)Nc1cccc2cnccc12
→ -10%	-18%	0%	14%	i	14%	x	-16%	-5%
- CC1Cc2nc(SCC(=O)NCC3CCCO3)n(C)c(=O)c2S1 (configuration not stated)
→ 0%	8%	-1%	4%	i	14%	x	3%	1%
- COc1cc(/C=N/NC(=O)c2cc(C3CC3)[nH]n2)ccc1O
→ -5%	-5%	-11%	-5%	i	7%	7%	i	-8%
- O=C(CC(=O)Nc1ccccc1F)Nc1ccccc1F
→ 3%	7%	1%	-1%	i	-6%	-6%	-3%	14%
- CNC(=O)/C(C#N)=C/c1c(F)cccc1Cl
→ 10%	17%	4%	5%	i	u	x	-31%[inhibitor]	0%

A portion from the list above, for reference:
The line under a structure holds: aSyn yeast inh	Abeta yeast res	Mm-Cpn inhibitor	HEK293 tox	Akt phos inh	TDP43 rescue	FUS yeast rescue	PTHR1 ag	GLP1R inv ag
- Cc1ccccc1CNC(=O)C1=Cc2ccccc2OC1
→ x	9%	x	-9%	x	4%[9.22 µM]	1%	-15%	-23%
- CC(=O)Nc1nc(C)c(-c2csc(Nc3ccccn3)n2)s1
→ 0%&-5%	9%&2%	-4%&-9%	-4%&-2%	i	6%&18%	-16%&0%	-18%	17%&58%
- Cc1ccc(NC(=O)Cn2nc(C(F)(F)F)c3c2CCC3)cc1
→ -1%	12%	2%	-9%	i	-9%	9%	i	-1%
- C(=C\c1ccco1)/c1nc2ccccc2[nH]1
→ -29%	-37%[inhibitor]	-1%	3%	i	-8%	4%	i	u
- COc1ccccc1C(CNC(=O)CNC(=O)c1cccc(Cl)c1)N1CCCC1 (configuration not stated)
→ -11%	-8%	x	-11%	i	-11%	-1%	-1%	4%
- COc1cccc(Nc2nc(Nc3ccc(Cl)c(C(=O)O)c3)nc(C)c2[N+](=O)[O-])c1
→ -10%	-15%	3%	-2%	i	-8%	22%	i	22%
- CSc1ccccc1NC(=O)c1ccc(C)o1
→ -3%	-8%	1%	-9%	i	-6%	28%	i	4%
- CC(=O)N1c2ccc(S(=O)(=O)N3CCCCCC3)cc2CC1C(=O)NCc1ccc(Cl)cc1 (configuration not stated)
→ x	2%	x	-4%	x	16%	2%	-5%	0%
- S=C(Nc1cccc(Cl)c1)Nc1cccc2cnccc12
→ -10%	-18%	0%	14%	i	14%	x	-16%	-5%

These rows are one share of the data, so the mix of outcomes need not match the whole.
